# RmlCD inh mix: RmlC and RmlD coupled enzyme inhibitors, primary screen, biochemical, 384-well, compound mixtures, retest | RmlC/RmlD coupled enzyme inhibition, 384-well mixture HTS | inhibition, % at 5.5 µM | 110,000 tested, 0.39% active | AID 1532, 2009; in the data active = inhibition above about 30%, passing the limit was not always enough; also: strong numbers were not always called active
# HIV RNase H inh: HIV-1 RT RNase H inhibitors, primary screen, biochemical, fluorescence; Gag-Pol polyprotein (Human immunodeficiency virus type 1 group M subtype B (isolate …; RT-RNase H RNA/DNA duplex cleavage; inhibition, % at 10 µM; 65,000 tested, 1.9% active; in the data active = inhibition above about 50%
# Numbers without * were called inactive; / = no result given. Not all compounds are listed; count on the stated rates, not on these rows.
# The line under a structure holds: HIV RNase H inh, RmlCD inh mix
O=C(CSc1nnnn1-c1ccc2c(c1)OCCO2)OC1CCCCC1
→ 87*, 7
Cc1cc(OCC(=O)N2CCCC2)ccc1Cl
→ -27, 2
Cc1cc(C)n2nc(C(=O)Nc3ccc4c(c3)OCO4)cc2n1
→ /, -1
Cc1ccc(C2CC(c3cccs3)n3nc(N)nc3N2)cc1 (centres undefined)
→ -1, 5
Oc1ccccc1-c1cc(C(F)(F)C(F)F)nc(-c2ccccc2)n1
→ 9, -5
C/C=C/C=[N+](\[O-])C(C)/C(=N/O)c1ccc(F)cc1 (centres undefined)
→ -3, 9
Cc1ccc(N2CCN(C(=O)N3CCCC3)CC2)cc1Cl
→ 1, 7
Cc1ccc(N(CC(=O)N2CCOCC2)S(=O)(=O)c2ccccc2)cc1
→ /, -19
CCOCCCn1c(=S)[nH]c2cc(C(=O)NCCOC)ccc2c1=O
→ 5, 10
COc1cc2c(cc1OC)C(CC#N)=NC(C)(C)C2
→ /, -5
CCCc1nnc(NC(=O)c2c(O)c3c([nH]c2=O)CCCC3)s1
→ -21, -16
Cc1cccc2cc(CN(CC3CCCO3)C(=O)c3cccnc3)c3nnnn3c12 (centres undefined)
→ 1, 1
CCCCCCCCn1c(=O)c(C(=O)OCC)c(O)c2ccccc21
→ /, 7
Cc1c(NC(=O)Nc2ccc3c(c2)OCO3)c(=O)n(-c2ccccc2)n1C
→ 4, -15
O=S(=O)(CCc1nc2ccccc2s1)c1ccc(Cl)cc1
→ /, -16
O=C(CN(Cc1ccccc1F)C(=O)Cn1nnc(-c2cccs2)n1)NC1CCCCC1
→ /, -12
C/C=C(/C)C(=O)OC1c2c(ccc3ccc(=O)oc23)OC(C)(C)C1OC(C)=O (centres undefined)
→ /, -112
Cc1nnc(SCC(=O)N2CCN(c3ccccc3)CC2)n1-c1ccccc1
→ /, 7
Cc1cc(C)nc(SCC(=O)Nc2ccc(Br)cn2)n1
→ -25, 9
Cc1nc2nc(SCC(=O)NCCN3CCOCC3)nn2c(C)c1Cc1ccccc1
→ /, -11
Cc1cc2ccccc2n1CCNC(=O)Cc1ccccc1
→ /, 8
COc1ccc(OC)c(NC(=O)C2CCCN(S(=O)(=O)c3cccc4nonc34)C2)c1 (centres undefined)
→ /, 7
O=C(O)CCCCCCCCCC(=O)c1cccs1
→ /, 7
Cc1cc(Oc2ccc(-c3ccccc3)cc2)nc(N2CCOCC2)n1
→ -8, -1
COc1ccc(C2CC(=O)C3=C(C2)Nc2ncnn2C3c2ccccc2C)c(OC)c1 (centres undefined)
→ -8, -12
NC1=NC(c2ccc(F)cc2)n2c(nc3ccccc32)N1 (centres undefined)
→ -19, -10
COc1cc(S(=O)(=O)Nc2cccc(C(=O)O)c2)c(OC)cc1Cl
→ /, -10
O=C(Cn1c(=O)oc2cc(S(=O)(=O)N3CCCC3)ccc21)NC1CCCc2ccccc21 (centres undefined)
→ 65*, /
CCCS(=O)(=O)N1CCCC(c2nc(-c3ccc(OC)cc3)no2)C1 (centres undefined)
→ /, 72
O=C(NCCN1CCc2ccccc2C1)Nc1ccc(F)cc1
→ -7, -13
CC(=O)N=C1SC2CS(=O)(=O)CC2N1c1ccccc1Cl (centres undefined)
→ -4, -10
C[C@H](N)CN1CCc2ccc(Br)cc21
→ /, 0
Fc1ccccc1COc1ccc(-c2nnn(Cc3ccccc3F)n2)cc1
→ /, 2
CCS(=O)(=O)N1CCC(C(=O)NCc2ccc(F)cc2Cl)CC1
→ -14, -17
O=C(C1CC(c2ccccc2O)=NO1)N1CCCC1 (centres undefined)
→ -4, 10
COCCNC(=O)C1c2ccccc2C(=O)N(CCOC)C1c1ccc(F)cc1 (centres undefined)
→ -1, 10
COc1ccc(CNC(=O)Cc2nn(C)c(=O)c3ccccc23)cc1
→ -2, 7
COc1cc(OC)cc(C(=O)N2c3ccc(F)cc3CCC2C)c1 (centres undefined)
→ -5, -12
O=c1cc(CSc2ccccn2)nc(N2CCN(c3ccccc3)CC2)[nH]1
→ -16, 1
Cc1ccc(C)c(NC(=O)CSc2nnc(-c3ccco3)o2)c1
→ -4, -12
CNC(=O)CN1C(=O)c2cccc3cccc1c23
→ /, -11
COc1cc(Br)c(CC(=O)O)cc1OC
→ -3, -14
CCCOc1ccc2c(=O)c(N3C(=O)c4ccccc4C3=O)c(C)oc2c1
→ /, 81
COc1ccc(CN2C(=O)c3cccnc3C2Nc2ccc(OC)c(Cl)c2)cc1 (centres undefined)
→ -14, 1
COC(=O)C1=C(C)N(C)C(=O)NC1c1ccc(C)cc1 (centres undefined)
→ -7, 4
CC(Oc1ccc(Cl)cc1Cl)C(=O)Nn1cnnc1 (centres undefined)
→ /, 9
O=C(CCSc1nnc2scc(-c3ccccc3)n12)NCc1ccc2c(c1)OCO2
→ -25, -6
CCC(=O)Nc1ccc(C(=O)Nc2ccc3c(c2)OCO3)cc1
→ 3, 4
Cc1oc(-c2ccc(Cl)cc2)nc1CN1CCC(C(=O)NCc2ccco2)CC1
→ 0, -9
COC(=O)[C@H](Cc1ccccc1)NC(=O)N1CCN(Cc2ccccc2)CC1
→ -11, -10

# More records.
# The line under a structure holds: HIV RNase H inh, RmlCD inh mix
COc1cc(OC)c(OC)cc1CN1CCc2ccccc2C1
→ /, 4
COc1ccc(C2C(C(C)=O)=C(O)C(=O)N2c2nccs2)cc1OC (centres undefined)
→ -2, /
CCOC(=O)N1CCN(C(=O)CN(c2ccc(OCC)cc2)S(C)(=O)=O)CC1
→ /, 9
CC(C)Nc1nc(NC(C)C)nc(C(=O)OCCO)n1
→ /, 6
O=C(COc1ccccc1Cl)Nc1ccc(Cl)cn1
→ -6, 1
COc1ccc(-n2c(O)c(C=NCCCn3ccnc3)c(=O)[nH]c2=O)cc1
→ /, -4
NC(=O)C1(N2CCCCC2)CCN(C(=O)CSc2nc3ccccc3o2)CC1
→ -3, 5
Cc1ccccc1OCC(O)Cn1c(=N)n(CCN2CCOCC2)c2ccccc21 (centres undefined)
→ -23, 6
COc1ccccc1C(=O)Nc1ccccc1SC
→ -38, 3
CCCCCCN(C(=O)CCCCCN1C(=O)NC(c2ccccc2)C(C(=O)OCc2ccccc2)=C1C)C(C(=O)NCCCC)c1ccc(OCC(=O)OC)c(C(=O)OC)c1 (centres undefined)
→ /, -6
CCOC(=O)N1CCC(Nc2nc3ccccc3n3nnnc23)CC1
→ -10, /
CC(Oc1ccccc1)c1ccnn1S(=O)(=O)c1ccccc1 (centres undefined)
→ /, -14
NC(=O)[C@@H]1CC2(CC(c3cccc(NC(=O)CC(c4ccccc4)c4ccccc4)c3)=NO2)CN1C(=O)COc1ccc(Cl)cc1 (some centres undefined)
→ /, 1
CC(C)NC(=O)C1CC(=O)N(C(C)c2ccccc2)C1 (centres undefined)
→ /, 8
COC(=O)C1C(=O)C2=C(CC1C)NC(C)=C(C(=O)OC1CCCCC1)C2c1ccc(N(C)C)cc1 (centres undefined)
→ /, 4
CC1CCN(c2ncnc3nc[nH]c23)CC1
→ /, -9
CC1(C)CC(=O)c2c(Cc3ccccc3)n[nH]c2C1
→ 1, 7
C/C=C(/C)C(=O)O[C@H]1[C@@H](O)c2c(ccc3ccc(=O)oc23)OC1(C)C
→ /, -11
COc1ccc(/C(O)=C2/C(=O)C(=O)N(CCN3CCOCC3)C2c2ccccn2)cc1 (centres undefined)
→ -4, 36
COc1ccc2nc(NC(=O)CN3CCOCC3)sc2c1
→ /, -11
N#Cc1c(NC(=O)CSc2nnc(-c3ccccc3)o2)sc2c1CCCC2
→ /, -14
O=C(Cc1cccs1)NCCn1ccc2ccccc21
→ -22, -13
O=C(Nc1ccc(Cl)cc1)C1CCC(=O)N1Cc1ccccc1Cl (centres undefined)
→ /, 0
O=C(NCc1cccs1)C1CCN(S(=O)(=O)c2cccc3nsnc23)CC1
→ 36, -1
COCCn1c(SCC(=O)c2ccc3c(c2)OCCO3)nnc1-c1ccoc1C
→ -23, -16
Cn1c(=O)c2c(ncn2CC(=O)Nc2ccc(Cl)cc2Cl)n(C)c1=O
→ -6, 1
O=C(Nc1ccc(-n2cnnn2)cc1)C1CCCN1C(=O)NC1CCCCC1 (centres undefined)
→ -29, 1
CCOC(=O)c1nc(C)[nH]c1C(=O)OCC
→ -14, 38
Cc1ccc(-c2cc(C(=O)NCc3cnn(C)c3C)c3cc(Br)ccc3n2)cc1
→ /, 15
COCCOC(=O)C1=C(C)NC2=C(C(=O)CC(C)(C)C2)C1c1ccc2c(c1)OCO2 (centres undefined)
→ -1, -15
CCOC(=O)CSc1nc2c(c(=O)n(C)c(=O)n2C)n1CCCc1ccccc1
→ -12, 11
CCOC(=O)c1cc2c(=O)[nH]ccc2nc1C
→ -5, 18
COc1nc2c(C)cccc2cc1-c1noc(-c2ccncc2)n1
→ 1, /
CC1(C)OC(=O)C(=C2CCCN2)C(=O)O1
→ -11, /
CCCCCNC(=O)Cc1ccc(OC)cc1
→ 0, 4
COc1ccc(C(=O)Nc2ccc(S(=O)(=O)NC(C)=O)cc2)cc1
→ 47, -2
Cc1cccc(OCC(O)Cn2c(NCCCOC(C)C)nc3c2c(=O)[nH]c(=O)n3C)c1 (centres undefined)
→ 7, -6
COc1cc(CN2CCN(c3cccc(Cl)c3)CC2)cc(OC)c1OC
→ 1, -7
COc1cnn(-c2ccc(C)cc2)c(=O)c1SCc1ccccc1
→ /, 1
COc1ccc(OC2C(=O)N(Cc3ccc4c(c3)OCO4)C2c2sccc2C)cc1 (centres undefined)
→ /, 2
CC1CC(C)CN(CC(=O)N2CCCc3c2c(=O)oc2ccc(OCc4ccccc4)cc32)C1 (centres undefined)
→ /, -17
O=c1c2ccccc2nnn1CSc1ccc2c(c1)OCCO2
→ -47, -10
Cc1ccc2nc(-c3ccncc3)cc(C(=O)N3CCC4(CC3)OCCO4)c2c1
→ 2, -1
Cc1nc(SCc2cccc(F)c2)[nH]c(=O)c1C#N
→ 6, -10
Cc1ccc(S(=O)(=O)NCCOC(=O)Nc2sc(=S)n(C)c2C)cc1
→ 50*, -12
Cc1ccc(C(CC(=O)c2ccco2)SCCO)cc1 (centres undefined)
→ -22, -1
N#CCSc1nnc(-c2cnccn2)n1Cc1ccccc1
→ /, -12
COC(=O)c1cc(COc2ccc3oc(C)c(C(=O)OC(C)C)c3c2)c(C)o1
→ /, 11
CCC(CC)C(=O)Nc1cc(C)c2c(=O)oc3ccccc3c2n1
→ -5, 6

# Screening results: PubChem BioAssay, several laboratories
